Screening data from PubChem BioAssay.
Giardia killer: kills Giardia lamblia. AID 540267. 0.15% of 340,000 active. activity change, % at 7.66 µM, hits read low. Giardia lamblia trophozoite viability; in the data active = activity change below about -80%; inconclusive = between about -30% and that limit;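 also: parasites exposed to compound for two days anaerobically before the ATP read; % is scaled to controls: 0 for no effect and ±100 for the full control effect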
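Compounds were tested on trophozoites seeded at 100 cells/well and held 48 hrs at 37 deg C anaerobically. An ATP-based luminescent kit measured the remaining live cells.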
KCNH2 3.1 inh: KCNH2 3.1 (human) potassium channel inhibition; activity change, % (tested at about 1.8 µM); AID 720553; 0.95% of 340,000 active; U2OS KCNH2 3.1, thallium flux FluxOr; hits give low values;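 active = maximum activity change below -70%; inconclusive = maximum activity change from -70% to -50%; inactive = maximum activity change above -50%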;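 also: thallium influx rate constant from kinetic fluorescence after stimulation buffer; % is scaled to controls: 0 for no effect and ±100 for the full control effect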
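Kinetic fluorescence (2 min after stimulation buffer) measures Tl+ influx through KCNH2 3.1 expressed by viral transduction in U2OS cells; the rate constant is normalized against DMSO controls serving as positive and negative references.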
Menin-MLL TR inh: inhibitors of human menin-MLL interaction, mutant MLL peptide | Potency, µM (top dose mostly 61.6 µM), inactives show top-dose FP activity change, negative = inhibition, most hits filed as inhibitors | 0.23% of 270,000 active | O00255 | Menin + Texas Red MLL mutant peptide, fluorescence polarization; active = well fitted inhibition curve with a large enough effect in the polarisation, with a control signal flat, not every such curve was filed as active; inconclusive = small, poorly fitted or top-dose-only effect, or effect the other way, or a change in a side signal; inactive = no such curve, though single readings can be large or run the other way; the % refers to the polarisation; also: potency is read from the fitted curve at half-maximal effect; % of control where 0% means no effect; many of its hits are not listed in these tables
USP2a inh: inhibitors of human ubiquitin-specific protease USP2a; O75604; USP2 core, Ub-CHOP2 coupled fluorogenic reporter, 485/531; Potency, µM (highest dose often 38.3 µM), without a hit: top-dose activity change, negative = inhibition, actives largely listed as inhibitors; 0.01% of 330,000 active; AID 463254;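 also: potency is read from the fitted curve at half-maximal effect; plate controls were DMSO wells for no effect and full inhibition by NEM control for full effect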
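Deubiquitinase activity read as fluorescence (485/531 nm) after Ub-CHOP2 cleavage activates the enterokinase reporter on its substrate; USP2 core 10nM, Ub-CHOP2 and substrate 25nM each, 30min compound preincubation then 60min RT; data normalized to NEM, curves fitted.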
KCNH2 WT inh: KCNH2 (human, wildtype) channel inhibition | 0.37% of 340,000 active | AID 720551 | U2OS, BacMam KCNH2, thallium flux FluxOr; hits give low values | activity change, % at 1.84 µM | Q12809;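 active = maximum activity change below -70%; inconclusive = maximum activity change between -70% and -50%; inactive = maximum activity change above -50%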; also: % is scaled to controls: 0 for no effect and ±100 for the full control effect
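U2OS cells were transduced with wild-type KCNH2 virus (2.03 x 10^8 / mL) for 4 h at room temperature, then cultured overnight at 37 C. Thallium flux was read with FluxOr dye. Rate constants were normalized to DMSO controls.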
GALK inh: galactokinase (human) inhibition. 0.007% of 270,000 active. P51570. Purified GALK, Kinase-Glo residual ATP luminescence. Potency, µM (highest dose often 57.5 µM), for inactives: at the highest dose activity change, negative = inhibition, most hits filed as inhibitors; also: potency is read from the fitted curve at half-maximal effect; % is scaled to controls: 0 for no effect and ±100 for the full control effect
Target sequence (P51570 whole entry, looked up): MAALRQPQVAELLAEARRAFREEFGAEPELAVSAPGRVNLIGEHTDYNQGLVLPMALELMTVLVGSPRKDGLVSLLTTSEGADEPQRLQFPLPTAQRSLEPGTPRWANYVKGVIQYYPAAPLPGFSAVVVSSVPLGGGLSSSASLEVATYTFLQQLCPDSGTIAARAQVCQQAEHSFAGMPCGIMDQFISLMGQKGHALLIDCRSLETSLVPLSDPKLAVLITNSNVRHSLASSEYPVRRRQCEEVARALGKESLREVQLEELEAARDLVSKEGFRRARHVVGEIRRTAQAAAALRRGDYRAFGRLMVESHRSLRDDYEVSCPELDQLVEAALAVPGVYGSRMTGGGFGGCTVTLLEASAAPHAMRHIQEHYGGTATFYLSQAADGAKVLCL
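Quantitative HTS: GALK 5 nM, ATP 35 uM, galactose 100 uM, 1 h room temperature, then luciferase-based ATP detection.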
MLL CXXC-DNA inh: blocks binding of human MLL CXXC domain to DNA | Q03164 | MLL-CXXC / FITC-HOXA9 DNA fluorescence polarization | Potency, µM (titrated, usually from 115 µM), for inactives: top-dose activity change, negative = inhibition, most hits filed as inhibitors | 0.037% of 290,000 active | AID 2662; active = well fitted inhibition curve with a large enough effect in the polarisation, with a control signal flat, not every such curve was filed as active; inconclusive = small, poorly fitted or top-dose-only effect, or effect the other way, or a change in a side signal; inactive = no such curve, though single readings can be large or run the other way; the % refers to the polarisation; also: potency is read from the fitted curve at half-maximal effect
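Steps: dispense CXXC domain solution (7 uM) → pin compounds or unlabeled HOX-A9 DNA control → 5 min ambient → add FLSN-HOX-A9 solution (50 nM) → spin → 30 min ambient → fluorescence polarization. Tris pH 7.5/NaCl/DTT/BSA buffer.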
TRPV1 agonist: activates the human vanilloid receptor TRPV1. AID 540275. Q8NER1. TRPV1-expressing cells, Fluo-8 calcium influx, agonist mode. 0.19% of 320,000 active. activation, % at 8.33 µM; in the data active = activation above about 80%; inconclusive = between about 30% and that limit; also: 0% is about no effect
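TRPV1-expressing cells were cultured overnight at 35.5C and loaded with Fluo-8 calcium dye for 40 to 90 min at room temperature. After a 10 s baseline, compound was added and calcium influx was read kinetically for 3 min (ex 480/em 520 nm).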
B2AR arrestin: beta2AR (human) beta-arrestin recruitment activity. 0.02% of 330,000 active. P07550. AID 492947. beta-arrestin recruitment to beta2AR, cell-based reporter. Potency, µM (titrated, usually from 46.1 µM), for inactives: at the highest dose activation, actives largely listed as activators;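 also: potency is read from the fitted curve at half-maximal effect; 0% = DMSO controls and full agonism = EC100 isoproterenol or metaproterenol; nearly all actives have a fitted effect of over 65% in size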
PKM2 activator: PKM2 (human) enzyme activation; P14618; purified PKM2, Kinase-Glo ATP luminescence, activation; response scale: 0% is enzyme alone, no compound; Potency, µM (doses to about 57.5 µM), for inactives: at the highest dose activation, actives largely listed as activators; 0.34% of 260,000 active; also: potency is read from the fitted curve at half-maximal effect; % is scaled to controls: 0 for no effect and ±100 for the full control effect; nearly all actives have a fitted effect of over 55% in size
Target sequence (P14618 whole entry, looked up): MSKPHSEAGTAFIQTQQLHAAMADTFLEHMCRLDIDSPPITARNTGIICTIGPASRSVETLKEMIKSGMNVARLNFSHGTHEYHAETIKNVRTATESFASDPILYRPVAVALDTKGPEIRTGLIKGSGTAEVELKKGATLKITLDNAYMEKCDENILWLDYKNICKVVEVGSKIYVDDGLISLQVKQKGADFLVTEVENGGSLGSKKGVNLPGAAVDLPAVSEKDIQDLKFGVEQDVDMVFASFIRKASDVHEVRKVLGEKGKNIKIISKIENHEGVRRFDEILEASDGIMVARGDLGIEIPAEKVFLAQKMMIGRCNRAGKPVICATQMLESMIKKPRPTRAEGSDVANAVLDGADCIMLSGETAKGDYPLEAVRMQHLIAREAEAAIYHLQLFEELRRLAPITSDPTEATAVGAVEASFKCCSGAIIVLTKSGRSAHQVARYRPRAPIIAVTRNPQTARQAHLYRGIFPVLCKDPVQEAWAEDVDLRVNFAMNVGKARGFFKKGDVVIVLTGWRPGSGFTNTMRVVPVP
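ATP formation by purified human PK-M2, quantified via coupled luciferase luminescence after 1 h at room temperature with 0.1 mM ADP and 0.5 mM PEP final.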
Coupling enz: inhibits coupling enzyme system, counter-screen for aldolase hits | coupling enzyme system counterscreen, AmpLite Red fluorescence | activity change, negative = inhibition, % at 58.2 µM, hits read low | 0.67% of 290,000 active | AID 2472; in the data active = activity change below about -30%; also: % is scaled to controls: 0 for no effect and ±100 for the full control effect
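First, compound is pin-transferred into glyceraldehyde-3-phosphate coupling-enzyme reagent at 57.5 uM final and held 10 min at RT. Next, substrate, coupling system and AmpLite Red are added. After 20 min RT, fluorescence (525/598 nm) is read.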
* marks the source's active call; other numbers are inactive results; ? = inconclusive; . = not tested or not shown; [ ] = dose if it differs, or a comment. Unless noted, calls follow the shape of the dose curve; as a rule, active = well fitted curve in the direction sought with a large enough effect; inconclusive = small, poorly fitted or top-dose-only effect, or another doubt; inactive = no such curve, though single readings can be large; an effect the other way counts as inactive or inconclusive. A portion of the library. The share of hits here may be higher or lower than overall.

#	Structure	Menin-MLL TR inh	USP2a inh	KCNH2 3.1 inh	Coupling enz	TRPV1 agonist	PKM2 activator	MLL CXXC-DNA inh	KCNH2 WT inh	Giardia killer	GALK inh	B2AR arrestin
1	Cc1c(C(=O)OC(C)C)sc(N)c1C(=O)OC(C)C	3.9%	-1.1%	5.7	0.7	?	0.5%	5.9%	4.6	-9.3	.	9.7%
2	CNC(=O)NC1CCCCc2sccc21 (stereo not given)	-1.7%	1.7%	5.1	2.0	1.9	-3.3%	4.2%	1.1	17.3	5.6%	-0.8%
3	O=C(O)[C@@H]1Cc2c([nH]c3ccccc23)C2CCC(=O)N21 (stereo not given in full)	9.9%	0.7%	-2.5	2.0	-1.6	.	16.8%	-8.1	3.0	1.6%	-1.0%
4	O=C(O)Cn1c(SCCOc2ccccc2)nc2ccccc21	22.5%	.	10.8	2.2	-1.9	-3.4%	-1.0%	6.3	32.2[activator]	2.8%	.
5	CC1C/C(=N\NC(N)=S)c2cc(Cl)ccc2S1 (stereo not given)	.	1.7%	-32.7	-2.8	0.7	1.4%	-8.1%	0.6	-12.9	-1.2%	6.31µM*
6	CCc1ccc(OCC2NCCc3cc(OC)c(OC)cc32)cc1 (stereo not given)	-22.6%	-0.1%	-2.6	-2.2	-1.0	-8.1%[0.46 µM]	-3.7%	-0.3	-3.5	7.3%	-0.6%
7	O=C1NC2(CCCCCC2)C(=O)N1Cc1ccc([N+](=O)[O-])cc1	-2.8%	5.9%	16.7	2.8	0.3	1.7%	10.5%	5.7	4.2	0.4%	-0.6%
8	CCCNC(=O)CC(NS(=O)(=O)c1ccc(Cl)cc1)c1ccco1 (stereo not given)	.	1.7%	3.3	-0.4	.	0.5%	-5.6%	16.1	-25.6	-1.8%	-0.9%
9	O=C(NCC1CCCO1)c1cc(NS(=O)(=O)c2cccs2)cc(NS(=O)(=O)c2cccs2)c1 (stereo not given)	11.8%	3.9%	5.2	2.4	-5.8	-5.4%	7.1%	-12.6	-2.3	0.0%	3.7%
10	Cc1ccc(C(=O)c2ccccc2C(=O)OCC(=O)NCCc2ccccc2)cc1	-24.2%	-4.3%	-1.5	-14.5	?	-13.0%	16.4%	30.1	-20.8	-1.4%	-0.3%
11	NC(=O)NC(c1ccc(Cl)cc1)c1ccccc1Cl (stereo not given)	.	-1.4%	2.9	-3.9	1.4	0.0%	3.6%	-9.7	40.2[activator]	-3.7%	0.1%
12	O=C(Nc1ccc2c(c1)OCO2)C1COc2ccccc2O1 (stereo not given)	6.4%	3.4%	-1.9	-0.4	?	-3.6%	-24.1%	-2.6	4.7	5.8%	-0.4%
13	NNC(=S)Nc1ccc(S(=O)(=O)N2CCCCC2)cc1	.	-5.6%	-11.2	-2.3	2.1	-3.4%	-13.4%	-6.1	-3.7	4.1%	-0.5%
14	COc1ccccc1CNCC(=O)Nc1cc(S(=O)(=O)N2CCCCC2)ccc1C	.	-12.3%	3.1	.	.	.	.	2.6	-18.7	.	4.4%
15	COc1cc(/C=N\NC(=O)c2nonc2N)c(OC)cc1Br	7.4%	3.0%	2.1	0.1	?	-0.2%	6.0%	-10.6	11.7	.	-0.4%
16	Cc1ccc(CS/C(Nc2ccccc2C)=C(\C#N)C(N)=O)c(C)c1	-15.7%	3.6%	-2.9	-1.8	?	-12.3%	6.9%	-1.8	14.8	1.5%	-0.7%

Overlap with the part before: 2 entries; new compounds follow.
#	Structure	Menin-MLL TR inh	USP2a inh	KCNH2 3.1 inh	Coupling enz	TRPV1 agonist	PKM2 activator	MLL CXXC-DNA inh	KCNH2 WT inh	Giardia killer	GALK inh	B2AR arrestin
15	COc1cc(/C=N\NC(=O)c2nonc2N)c(OC)cc1Br	7.4%	3.0%	2.1	0.1	?	-0.2%	6.0%	-10.6	11.7	.	-0.4%
16	Cc1ccc(CS/C(Nc2ccccc2C)=C(\C#N)C(N)=O)c(C)c1	-15.7%	3.6%	-2.9	-1.8	?	-12.3%	6.9%	-1.8	14.8	1.5%	-0.7%
17	CCC(C)(C)NC(=O)CN(Cc1ccc2c(c1)OCO2)C(=O)CCC(=O)Nc1nccs1	-0.7%	-1.6%	-7.0	-3.2	1.6	2.4%	0.0%	2.8	9.6	-1.5%	-0.3%
18	O=C(c1cccc(NS(=O)(=O)c2ccc(Br)cc2)c1)N1CCCCC1	.	1.6%	4.9	.	5.9	.	.	8.8	-11.3	.	-0.1%
19	O=C(Cc1ccc(F)cc1)NCCc1cnc[nH]1	-25.5%	0.9%	6.7	7.3	5.5	.	3.8%	-8.2	3.8	.	-0.2%
20	O=C(c1c(F)cccc1F)N(Cc1ccccc1)Cc1ccccc1	4.1%	-1.5%	-4.2	4.1	10.2	-0.2%	2.1%	-2.4	-8.9	-0.3%	-0.3%
21	O=[N+]([O-])c1ccc2[nH]c3c(c2c1)CCCC3	?	-2.8%	-15.4	-3.1	0.6	13.1%	0.2%	-2.4	10.8	5.1%	0.1%
22	O=C(C[C@H]1C[C@H](C(=O)N2CCOCC2)[C@@]2(CCC3CCCC3)c3[nH]c4cc(-c5ccco5)ccc4c3CCN2C1=O)NCCC1=CCCCC1	.	-0.4%	-10.5	.	.	.	.	-36.1	-14.4	.	-0.2%
23	COc1ccccc1NC(=S)NC1CCC(CC2CCC(NC(=S)Nc3ccccc3OC)CC2)CC1 (stereo not given)	-17.9%	-0.4%	8.9	-6.3	-6.4	-11.2%	-7.7%	5.9	-22.8	-0.2%	-0.5%
24	CN(C)S(=O)(=O)c1ccc(C(=O)NCc2nnc(SCC(=O)NCc3ccco3)o2)cc1	.	-0.2%	-0.2	.	3.5	0.5%	19.6%	-1.8	0.6	0.4%	0.4%
25	CCCCCc1ccc(-c2cn(CCc3c[nH]c4ccccc34)nn2)cc1	?	-0.8%	1.8	-1.5	1.0	0.3%	-7.8%	-2.0	-12.1	.	-0.9%
26	Cc1nc(Br)c(Br)c(C)c1Br	17.7%	-1.3%	0.4	-11.4	0.7	-0.7%	-4.6%	-3.4	-3.1	-6.1%	-1.2%
27	CCOC(=O)c1cc(S(=O)(=O)NCc2ccc3c(c2)OCO3)cn1C	-0.2%	3.9%	13.0	0.0	-1.5	.	8.9%	-1.8	-1.2	-7.1%	0.0%
28	CCCn1c(=O)c(C#N)cn(C2CC2)c1=O	.	0.4%	4.2	1.5	-0.7	-8.9%	-6.6%	-1.9	-10.8	2.5%	-0.3%
29	Cc1ccc[n+](CC(=O)N2CCCc3ccccc32)c1	-22.0%	-1.3%	4.1	0.1	-1.0	2.9%	0.0%	-0.4	-6.9	-0.3%	-0.3%
30	CCC(CC)NC(=O)Nc1ccc(C)cc1	.	-1.1%	-6.2	-2.0	28.9	-12.3%	5.6%	-2.2	-11.3	4.1%	-1.0%
31	Cc1cccc(CSCCNC(=O)COc2ccc(Cl)cc2)c1	38.0%[activator]	3.5%	32.9	1.5	25.0	9.1%	6.0%	0.8	3.3	0.5%	0.1%
32	CCc1nn(CCCC(=O)NCc2ccco2)c(=O)c2cc3occc3n12	5.3%	2.6%	-7.5	1.5	-0.5	.	8.2%	-0.6	1.0	-3.4%	0.0%
33	CCOC(=O)c1c(NC(=O)c2cccnc2)sc(C(C)=O)c1C	0.1%	-0.3%	-3.5	2.8	-3.2	1.8%	4.2%	-4.9	2.0	-2.6%	-0.1%
34	CCCCc1ccc(S(=O)(=O)NCCc2ccncc2)cc1	21.5%	0.0%	-2.9	2.4	?	1.7%	5.4%	5.0	15.8	0.6%	0.0%
35	Cc1ccccc1N(C(=O)c1snc(C(N)=O)c1N)C(C(=O)NC1CCCCC1)c1ccc(O)cc1 (stereo not given)	67.7%[activator]	-1.4%	2.1	-1.7	3.5	8.8%	-8.8%	-1.4	10.7	16.3%	0.4%
36	COCCn1c(NCc2ccccc2)nc2c1c(=O)[nH]c(=O)n2C	3.5%	4.4%	1.0	1.7	-2.3	0.6%	-2.7%	5.3	-5.6	1.3%	0.3%
37	CCOc1ccc(NC(=O)c2ccc(F)c(S(=O)(=O)N3CCN(c4ccccn4)CC3)c2)cc1	18.8%	-2.4%	-70.9*	0.2	0.4	-0.4%	-5.1%	2.6	-16.0	-1.4%	-0.8%
38	O=C(c1ccccc1CCc1ccccc1)N1CCCC1	-0.1%	0.0%	-6.7	0.2	15.2	-20.1%	8.0%	2.7	2.6	0.4%	0.0%
39	C[n+]1ccc(C(=O)NCc2ccccc2)cc1	-5.1%	-0.3%	5.7	0.5	-0.7	1.9%	2.7%	9.1	-4.1	0.0%	0.3%
